# S3 lipid droplet = qHTS Assay for Lipid Storage Modulators in Drosophila S3 Cells; Drosophila S3 cells, BODIPY lipid droplet fluorescence, 18-24 h; cells fed with added oleic acid; Potency in µM for hits, for the others lipid storage change, negative = inhibition, % at the top dose, mostly 46.1 µM; actives 0.64% (n = 320,000); active = well fitted inhibition curve with a large enough effect in the signal ratio, with a control signal flat, not every such curve was filed as active; inconclusive = small, poorly fitted or top-dose-only effect, or effect the other way, or a change in a side signal; the % refers to the signal ratio
#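 Drosophila S3 cells loaded with oleic acid (400 uM, as added) and compounds at several concentrations; lipid droplets imaged by 488-nm laser-scanning cytometry, 500–530 nm intensity and object ratio to cell channel. Percent activity normalized to 20 uM Triacsin C.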
# S3 lipid droplet cell count max = recorded beside S3 lipid droplet, whose call it bears; cell number change, %; measured here: cell count max response;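 cells counted by Cell Tracker Red CMTPX staining in the red channel; peak over a dose series mostly up to 46.1 µM; percent activity relative to internal control wells on each plate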
# Numbers without * were called inactive; i = inactive; ? = inconclusive; . = no result given; & = joins results of further samples; [ ] = dose if it differs, or a comment. % is scaled to controls: 0 for no effect and ±100 for the full control effect; potency is read from the fitted curve at half-maximal effect. An excerpt. The share of hits here may be higher or lower than overall.
SMILES,S3 lipid droplet,S3 lipid droplet cell count max
CCOc1ncccc1C(=O)NNC(=O)c1ccc(NS(=O)(=O)c2cccs2)cc1,i,1.4
COC(=O)c1ccccc1NC(=S)NC(NC(=O)c1ccco1)C(Cl)(Cl)Cl (configuration not stated),-2.5%,29.5
Clc1cccc(N/N=C/c2ccc(N3CCOCC3)cc2)c1,-8.5%,-12.2
c1ccc(-c2ccc(CNC3CC3)cc2)cc1,15.0%,-0.3
COc1ccc(C)cc1NC(=O)COC(=O)c1ccc2c(c1)OCCO2,13.4%,-21.7
O=C(Nc1nc(-c2ccccn2)cs1)C1CCCC1,?,.
COc1ccc(C(=O)NNC(=O)c2ccccc2[N+](=O)[O-])cc1Br,?,.
CN(C)CCOC(=O)NCC12CC3CC(CC(C3)C1)C2,-5.7%,21.0
O=S(=O)(NCC(c1ccco1)N1CCc2ccccc2C1)c1ccc(F)cc1 (configuration not stated),-2.2%[0.0737 µM],6.1
O=S(=O)(c1ccccc1C(F)(F)F)N1CCN(CC(O)COc2ccccc2F)CC1 (configuration not stated),9.0%,11.2
Cc1ccc(N(CC(=O)O)C2SC(=O)NC2=O)cc1 (configuration not stated),?,.
COCc1cc(Sc2ccc(OC)cc2)nc(-c2ccccc2)n1,?,.
COCCN(C(=O)c1ccccc1)c1nc(-c2ccc(OC)cc2)cs1,i,-13.2
O=C(/C=N/O)NCCCN1CCCCCC1,-11.1%,2.0
C[N+]1(CCOC(=O)C2(c3ccccc3)CCCC2)CCCCC1,2.3%,21.7
Cc1ccc(C)c(COC(=O)c2cc([N+](=O)[O-])ccc2N2CCOCC2)c1,?,.
COc1ccc(Cl)c2sc(N3CCN(C(=O)C4=COCCO4)CC3)nc12,?,.
NC(=O)NC(=O)COC(=O)c1sc2ccccc2c1Cl,?,.
OCCC1CN(Cc2ccc3cc(Cl)ccc3n2)CCN1Cc1ccsc1 (configuration not stated),?,.
O=C(O)c1c(Cl)c(Cl)c(Cl)c(Cl)c1C(=O)N1CCCCCC1,?,.
CCOC(=O)c1oc2ccccc2c1NC(=O)CN1CCN(C)CC1,?,.
O=C(NCC(=O)N1CCN(c2ccccc2O)CC1)c1ccco1,19.6%,12.5
O=C1Cc2ccccc2N1c1ccccc1,8.9%,11.5
COC(=O)c1cc(=O)n(CCc2ccccc2F)c(=Nc2ccc(F)c(Cl)c2)s1,?,.
Cc1ccc(-c2cccc(C(=O)NCc3ccccc3)n2)c2ccccc12,?,.

# (list continues)
SMILES,S3 lipid droplet,S3 lipid droplet cell count max
Cn1cc(Br)c(C(=O)N2CCN(c3cccc(Cl)c3)CC2)n1,-0.2%,5.1
CCS(=O)(=O)c1nc2ccccc2n1CC(=O)N1CCOCC1,-28.5%,.
CC(=O)c1cc(NC(=O)c2ccccc2)c(=O)oc1C,5.5%,.
CC(C)(CO)NC(=O)Nc1ccc(Cl)c(Cl)c1,-20.4%,-26.9
O=C(COC(=O)c1ccccc1SCC(=O)NC1CCS(=O)(=O)C1)NC1CCS(=O)(=O)C1 (configuration not stated),?,.
CSc1nsc(SCc2ccc(Cl)cc2)n1,?,.
O=C(CSc1nc(-c2ccco2)cc(C(F)(F)F)n1)Nc1ccc(C(=O)N2CCOCC2)cc1,?,.
O=C(CCC(=O)c1ccc(Cl)cc1)OCC(=O)c1ccccc1,-2.4%,-4.6
COc1ccc(-c2c(-c3ccc(OC)c(C)c3O)n[nH]c2C)cc1,?,.
CNC(=O)Oc1ccc2c(c1)[C@]1(C)CCN(C)[C@@H]1N2C,-2.7%&2.8%,16.6&-7.1
CC(C)CCNC(=O)c1ccc(NC(=O)C2=CSCCO2)cc1,?,.
CC(C)c1ccc(N(C(=O)c2ccco2)C(C(=O)NC2CCCC2)c2ccncc2)cc1 (configuration not stated),-0.9%,-8.3
COc1ccc(-c2noc(CSc3nnc(-c4ccccc4)n3C)n2)cc1,-0.8%,1.2
CCOc1ccc2[nH]cc(C(=O)N3CCN(CC)CC3)c(=O)c2c1,i,.
COc1ccccc1NC(=O)c1ccc(NS(C)(=O)=O)cc1,i,.
Cc1cc(C)c(C#N)c(Nc2ccccc2)n1,0.3%,-21.7
O=C(NC1(C(F)(F)F)NC(=O)N(Cc2cccnc2)C1=O)c1ccncc1 (configuration not stated),?,.
CN1CCN(c2nc3c(c(=O)[nH]c(=O)n3C)n2Cc2ccccc2)CC1,i,-7.3
Cc1csc(NC(=O)c2cc3c(C)nn(Cc4ccccc4Cl)c3s2)n1,?,.
Cc1nc2ccccn2c1/C(O)=C1\C(=O)C(=O)N(CCN(C)C)C1c1cccnc1 (configuration not stated),13.7%,-15.5
CCN1C(=O)c2cccc3c(NC(=O)c4ccc(S(=O)(=O)N(C)C)cc4)ccc1c23,?,.
Cc1ccc(NC(=O)c2cc(S(=O)(=O)N3CCCCC3)ccc2N2CCOCC2)cc1F,?,.
Cc1cccc(NS(=O)(=O)c2ccc(C)c(NS(=O)(=O)c3cccs3)c2)c1,?,.
COc1ccccc1-c1nnc(SCC(=O)Nc2ccc(N3CCOCC3)cc2)n1C,?,.
COc1cc(S(=O)(=O)N2CCOCC2)ccc1N,5.9%,19.7

# (cont.)
SMILES,S3 lipid droplet,S3 lipid droplet cell count max
Clc1ccc(-c2nnsc2SCc2ccccc2)cc1,?,.
Cc1ccc2c(c1)c1c3n2CCN(C(=O)CCl)C3CCC1 (configuration not stated),?,.
COc1ccc(NC(=O)CC23CC4CC(CC(Br)(C4)C2)C3)c(OC)c1,?,.
CC(C)(C)OC(=O)N1CCC(c2c(C(=O)N3CCN(C4CCCCC4)CC3)cnn2-c2ccccc2)CC1,i,3.7
CCOC(=O)c1[nH]c(C)c(C(=O)NCc2ccc(Cl)cc2)c1C,11.3%,-23.4
C/C(=N\NC(=O)c1nnn(-c2nonc2N)c1CN(C)c1ccccc1)c1ccccc1O,-0.3%,-10.7
Nc1c(C(O)(C(F)(F)F)C(F)(F)F)cc(C(O)(C(F)(F)F)C(F)(F)F)c2ccccc12,?,.
O=C1CC(c2ccco2)Cc2nc(N3CCN(Cc4ccc5c(c4)OCO5)CC3)ncc21 (configuration not stated),i,-3.2
O=C(Cn1cnc2c(cnn2-c2ccc(F)cc2)c1=O)NCCc1ccccc1,-3.3%,-12.3
O=C(Cn1ncc2c1-c1ccccc1OC2)Nc1ccc(S(=O)(=O)N2CCCCC2)cc1,?,.
Cc1cccc(CS(=O)(=O)c2ncc(Cl)c(C(=O)Nc3nnc(C(C)C)s3)n2)c1,?,.
CCC(C)n1c(-c2cccs2)nc2nc3ccccc3nc21 (configuration not stated),?,.
O=Cc1cn(-c2ccccc2)nc1-c1cc2c(ccc3ccccc32)oc1=O,-1.1%,-1.6
Cc1ccc(C(=O)Nc2cccc(S(=O)(=O)N3CCCCC3)c2)cc1[N+](=O)[O-],?,.
O=C(Cc1ccc(F)cc1)N(c1ccccc1)C1C=CS(=O)(=O)C1 (configuration not stated),?,.
O=C(COc1ccccc1)Nc1ccc(S(=O)(=O)N2CCOCC2)cc1,?,.
COc1ccc(NC(=O)c2ccc(NC3CC(=O)N(c4ccc(C)cc4C)C3=O)cc2)cc1 (configuration not stated),-5.0%,7.0
C=CCOn1c(C)c(C(C)=O)c2c3nonc3ccc21,2.8%,6.0
CC(C(=O)NC(=O)NCc1ccccc1)N1C(=O)c2ccccc2C1=O (configuration not stated),-0.9%,3.2
CN(C(=O)Cn1nnc(-c2ccccc2)n1)C1CCS(=O)(=O)C1 (configuration not stated),?,.
CCS(=O)(=O)C(=C1NCCO1)S(=O)(=O)CC,?,.
CC#CCN1c2ccccc2[C@]23C[C@@H](C(=O)OC)N(C(=O)c4ccco4)C2=NC(C(=O)OC)=C(C(=O)OC)[C@H]13,-4.9%,5.3
Cc1ccc(N(CC(=O)NC2CCCC2)C(=O)c2c(C)noc2C)cc1C,-10.2%,.
O=C(N/C=C/c1ccco1)NCc1ccccc1,?,.
CCOC(=O)C1CCN(C(=O)c2ccc(CNS(=O)(=O)c3ccc(C)cc3)cc2)CC1,-6.9%,-25.4

# (more compounds)
SMILES,S3 lipid droplet,S3 lipid droplet cell count max
Cn1c(SCC(=O)NC(C)(C)C)nnc1-c1cnccn1,?,.
Cc1ccc(NC(=S)N2CCN(S(C)(=O)=O)CC2)cc1Cl,8.3%,-9.2
CCCCn1cnc2c(oc3ccccc32)c1=O,?,.
COc1ccc2c(=O)c(N3C(=O)c4ccccc4C3=O)c(C)oc2c1,4.6%,0.5
Cn1cc(Cl)c(C(=O)Nc2nc3ccc(Cl)cc3s2)n1,7.9%,-0.9
CCOc1ccc2c(c1)/C(=N/N1C(=O)c3ccccc3C1=O)C(=O)N2,2.5%,10.3
Cc1ccc(C(C)C)c(OCCSc2nc3ccccc3n2CC(=O)O)c1,7.9%,20.7
CC(CCc1ccccc1)NCc1ccncc1 (configuration not stated),i,4.4
CCCN(CCC)Cc1c(C(=O)OCC)nnn1-c1nonc1N,?,.
Cc1ccc(-c2csc(NC(=O)CSc3nnc4c(n3)[nH]c3ccccc34)n2)cc1,?,.
CNC(=S)N(CCc1c(C)[nH]c2ccc(OC)cc12)Cc1cccnc1,-2.8%,-8.2
COc1ccccc1CCC(=O)Oc1ccccc1C#N,?,.
CC(C)OC(=O)c1ccc(NC(=S)NC(=O)c2cncc(Br)c2)cc1,1.2%,0.6
CN(C)CC(NC(=O)c1cccc(S(=O)(=O)Nc2ccc3c(c2)OCO3)c1)c1ccccc1 (configuration not stated),11.0%,-4.1
Oc1ccccc1C=Nc1ccccc1-c1nc2ccccc2[nH]1,?,.
COCc1c(C#N)c(NCCc2ccccc2)nc(C)c1[N+](=O)[O-],-1.1%,12.1
O=C(OCC(=O)c1c[nH]c2ccccc12)c1cccc(O)c1,7.7%,6.0
COc1ccc(CCNC(=O)CCC(=O)n2ncc3cc(C)ccc32)cc1OC,?,.
O=C(O)CSc1cc(C(=O)c2cc(F)ccc2O)cn2c(=O)c3c(-c4ccccc4)csc3nc12,?,.
Cc1ccc(/C=C2/Sc3ccccc3N(CC(=O)NCC3CCCO3)C2=O)cc1 (configuration not stated),-2.4%,-7.0
CN(Cc1ccc(N(C)C)cc1)C(=O)c1cc2ccccc2o1,?,.
O=C(CCCCCn1c(=S)[nH]c2ccccc2c1=O)N1CCOCC1,?,.
O=C(Nc1cccc([N+](=O)[O-])c1)NC1CCCCCCC1,?,.
Cc1cc(NN)nc(NS(=O)(=O)c2ccccc2)n1,i,-1.5
CCOC(=O)c1cc(C#N)c(NCc2ccccc2)nc1C,?,.

# Next structures follow:
SMILES,S3 lipid droplet,S3 lipid droplet cell count max
CCOc1ccc(OCc2ccc(C(=O)Nc3cccnc3)cc2)cc1,0.5%,5.6
COc1ccc(-c2cc(C(=O)NC(C)C)no2)cc1,?,.
COC(=O)C(NC(=O)c1ccccc1)=C1C=C(C)OC(C)=C1,8.5%,2.9
COc1ccc(/C=N/NC(=O)c2ccc(COCC(F)(F)C(F)F)cc2)cc1,-2.5%,7.7
c1cnc2c(OCc3cn4cccnc4n3)cccc2c1,?,.
O=C(c1ccco1)N(CCCN1CCOCC1)c1nc(-c2ccc(F)cc2)cs1,-3.9%,-19.5
CCc1ccccc1NC(=O)Nc1cccn(Cc2ccc(F)cc2)c1=O,9.4%,9.3
CC1=C(C#N)C(/C=N/OCc2ccc(F)cc2Cl)CC(=O)N1 (configuration not stated),?,.
CC1(C)Cc2nc3nc(SCC(=O)Nc4ccccc4)nc(N)c3cc2CO1,-12.9%,-14.6
O=[N+]([O-])c1cccnc1SCc1ccccc1,?,.
COc1ccc(N2CCN(C(=S)Nc3cccc(C)c3C)CC2)cc1,?,.
CC(C)NC(=S)Nc1c(N)[nH]c(=O)[nH]c1=O,?,.
CC1CCN(CC(O)COc2ccc(C(=O)c3ccccc3)cc2)CC1 (configuration not stated),-25.2%,-2.6
O=C1c2ccccc2C(=O)N1Cc1nc2ccccc2o1,?,.
CCc1nc2ccc(C(=O)N(C)CC(=O)Nc3ccc(Cl)c(C(F)(F)F)c3)cc2nc1CC,?,.
COc1ccc(N2CCN(C(=O)NCc3cccc(OC)c3)CC2)cc1,?,.
Cc1ccc2nc(N3CCN(C(=O)c4ccco4)CC3)c3nncn3c2c1,?,.
COc1ccc(N2CCN(c3oc(Cc4cccc5ccccc45)nc3C#N)CC2)cc1,15.8%,-16.2
COc1ccc(Cc2nnc(SCC(=O)Nc3ccc(C)cc3C)[nH]c2=O)cc1,?,.
CC1(NC(=O)C2CCN(C(=O)Nc3ccccc3)CC2)CCS(=O)(=O)C1 (configuration not stated),?,.
CCOCCCNC(=O)c1cc(Sc2nnc(C)s2)nc2ccccc12,?,.
N#Cc1c(-c2ccccc2)nc(SCC(=O)Nc2ccc(OC(F)(F)Cl)cc2)[nH]c1=O,-0.3%,-16.3

# Compound profiles, as listed above. Order of values: S3 lipid droplet | S3 lipid droplet cell count max
# CC1(NC(=O)C2CCN(C(=O)Nc3ccccc3)CC2)CCS(=O)(=O)C1 (configuration not stated) across the screens: ? | .
# CCOCCCNC(=O)c1cc(Sc2nnc(C)s2)nc2ccccc12 across the screens: ? | .
# Cc1ccc2nc(N3CCN(C(=O)c4ccco4)CC3)c3nncn3c2c1 across the screens: ? | .
# O=C1c2ccccc2C(=O)N1Cc1nc2ccccc2o1 across the screens: ? | .
# CC1=C(C#N)C(/C=N/OCc2ccc(F)cc2Cl)CC(=O)N1 (configuration not stated) across the screens: ? | .

# Some of these compounds in order of their number in S3 lipid droplet cell count max, falling.
structure	S3 lipid droplet cell count max
COc1ccc(/C=N/NC(=O)c2ccc(COCC(F)(F)C(F)F)cc2)cc1	7.7
CC1(C)Cc2nc3nc(SCC(=O)Nc4ccccc4)nc(N)c3cc2CO1	-14.6
COc1ccc(N2CCN(c3oc(Cc4cccc5ccccc45)nc3C#N)CC2)cc1	-16.2

# High-throughput results from PubChem BioAssay.
